Htt clearance – mutant huntingtin protein clearance. HeLa Exon1htt(103Q)mCFP, aggregate imaging; zero = plate's median compound well. inhibition, % at 1.5 µM. 47,000 tested, 0.42% active. AID 853;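 active means inhibition of aggregate fluorescence above about 70%, also judged a hit by eye on the cell image, limit read from the data, passing the limit was not always enough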;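 further: cells exposed to compound for three days before fixation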
Htt clearance grain fraction – recorded beside Htt clearance, whose call it bears; fraction fluorescence in grains; measured here: aggregate grain fluorescence fraction; active compounds read low;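 scaled fraction of total cell fluorescence in grains with unit not stated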
Numbers without * were called inactive. The list is partial; count on the stated rates, not on these rows.

Htt clearance | Htt clearance grain fraction | Molecule
55 | 15 | O=C(CSCC(=O)Nc1nccs1)Nc1ccccc1
-36 | 45 | C=CCOc1ccc(C2/C(=C(\O)c3ccc(F)cc3)C(=O)C(=O)N2CCCN(C)C)cc1 (centres undefined)
57 | 17 | COc1ccc(OC)c(-c2cc(C(=O)Nc3cc(C)on3)no2)c1
19 | 15 | Cc1cc2ccccc2c(=O)n1CC(=O)NC1CCCCCC1
20 | 30 | C=CCn1c(/N=C/c2ccc(N(C)C)cc2)nc2ccccc21
-41 | 53 | O=C(O)c1cccc(NC(=O)C2C3C=CC(C3)C2C(=O)O)c1 (centres undefined)
-45 | 30 | CC(C)CNc1cc(Cl)c(S(=O)(=O)NCC(C)C)cc1C(=O)O
69 | 5.1 | Cc1ccc(S(=O)(=O)N(C)CCCC(=O)N2CCN(C=O)CC2)cc1
21 | 15 | CSc1ccc(-c2nnn(CC(=O)NCc3ccccc3)n2)cc1
26 | 14 | Cc1cc(C)n(Cc2nc3ccccc3n2C)n1
26 | 30 | COc1ccc(CNC(=O)C2CCN(c3nccs3)CC2)cc1
34 | 25 | CCN(Cc1ccccc1)S(=O)(=O)c1ccc(S(=O)(=O)N2CCN(C)CC2)cc1
14 | 17 | CC(CCc1ccccc1)NC(=O)c1ccc(Br)o1 (centres undefined)
-8 | 21 | CCOc1ccccc1NC(=O)CC(O)(C(F)(F)F)C(F)(F)F
7 | 18 | COCc1nnc(NS(=O)(=O)c2c(C)cc(C)cc2C)s1
-44 | 26 | COc1ccc(S(=O)(=O)N2CCC(C(=O)N3CCCC3)CC2)cc1Cl
-2 | 21 | Cc1cc2nc(C)n(CCCN)c2cc1C
-46 | 28 | CCCCNC(=O)c1ccccc1C(=O)NCCCC
37 | 14 | O=C(Oc1cccc([N+](=O)[O-])c1)c1cc(-c2ccccc2)nc2ccccc12
13 | 17 | O=C(c1ccc(Br)o1)N1CCN(C/C=C/c2ccccc2)CC1
19 | 19 | Cc1cccc(N2C(=O)CC(N3CCC(c4nc5ccccc5[nH]4)CC3)C2=O)c1 (centres undefined)
8 | 27 | COC(=O)c1ccccc1NC(=S)NC(=O)c1ccccc1
-19 | 40 | Cn1cc(S(=O)(=O)Nc2ccc(F)cc2F)c(=O)n(C)c1=O
22 | 23 | CCOC(=O)N1CCC(NC(=O)c2cc(C)c3c(C)nn(-c4ccccc4)c3n2)CC1
-10 | 38 | CC(C)NCC(O)COc1c(F)cc(Br)cc1F (centres undefined)

4 records picked at random from those above, as already listed:
Htt clearance | Htt clearance grain fraction | Molecule
22 | 23 | CCOC(=O)N1CCC(NC(=O)c2cc(C)c3c(C)nn(-c4ccccc4)c3n2)CC1
20 | 30 | C=CCn1c(/N=C/c2ccc(N(C)C)cc2)nc2ccccc21
-10 | 38 | CC(C)NCC(O)COc1c(F)cc(Br)cc1F (centres undefined)
19 | 19 | Cc1cccc(N2C(=O)CC(N3CCC(c4nc5ccccc5[nH]4)CC3)C2=O)c1 (centres undefined)

The listing picks up; the 2 compounds before the break are reprinted first.
Htt clearance | Htt clearance grain fraction | Molecule
22 | 23 | CCOC(=O)N1CCC(NC(=O)c2cc(C)c3c(C)nn(-c4ccccc4)c3n2)CC1
-10 | 38 | CC(C)NCC(O)COc1c(F)cc(Br)cc1F (centres undefined)
-31 | 23 | O=C(NC12CC3CC(CC(C3)C1)C2)C1=COCCO1
23 | 31 | CCCSc1nc(C)cc(C)c1C(N)=O
13 | 34 | CCOc1ccc(S(=O)(=O)N2CCN(Cc3ccccc3)CC2)c2cccnc12
54 | 14 | COc1cc(NC2c3ccccc3C(=O)N2c2ccc(C)cn2)cc(OC)c1OC (centres undefined)
-31 | 23 | CC(=O)N1CCC2(CC1)CC(=O)c1cc(OCC(=O)NCc3ccc(C)cc3)ccc1O2
-7 | 41 | Cn1c(=O)c2c(-c3ccccc3)n(-c3ccccc3O)cc2n(C)c1=O
62 | 14 | O=C(CCN1C(=O)C2C3C=CC(C3)C2C1=O)Nc1ccc2c(c1)OCO2 (centres undefined)
-48 | 24 | Nc1nc(-c2ccc(Cl)cc2)nn1C(=O)c1cccnc1
8 | 17 | COc1ccc(-c2[nH]nc3c2C(c2ccccc2OC(=O)N2CCOCC2)C(C#N)=C(N)O3)cc1 (centres undefined)
53 | 8.8 | COC(=O)c1ccc(C(=O)OC)c(NC(=O)Nc2ccc3c(c2)OCO3)c1
-12 | 23 | COc1ccc(C)cc1S(=O)(=O)Nc1ccccc1C
10 | 36 | CCCNC(=O)c1ccc(Cl)c(Cl)c1
62 | 13 | COc1ccc(Cl)cc1C(=O)CSc1nc(N)cc(N)n1
12 | 15 | CCOC(=O)C1=C(C)N=c2s/c(=C3\C(=O)Nc4ccccc43)c(=O)n2C1c1ccc2c(c1)OCO2 (centres undefined)
18 | 16 | CS(=O)(=O)N1CCC(C(=O)Nc2ccc(Oc3ccccc3)cc2)CC1
15 | 16 | CCCOc1ccc(N2C(=O)CC(NCCc3ccc(S(N)(=O)=O)cc3)C2=O)cc1 (centres undefined)
18 | 36 | CCn1c(=O)cc(OCC(=O)NCc2ccc(C)o2)c2ccccc21
26 | 15 | O=C(CSc1nc2ccccc2s1)CSc1nc2ccccc2s1
2 | 38 | NNC(=O)c1cccc(COc2ccccc2Br)c1
-19 | 23 | Cc1ccc(-c2noc(-c3ccccc3C(=O)NCC3CCCO3)n2)cc1 (centres undefined)
-3 | 37 | COc1ccc(N(CC(=O)NCc2ccccc2)S(=O)(=O)c2c(C)nn(C)c2C)cc1
32 | 26 | COc1ccccc1NC(=O)CN1CCN(CC(=O)Nc2ccc(Cl)c(C(F)(F)F)c2)CC1
-1 | 37 | O=C(Cn1cnc2ccccc2c1=O)Nc1ccc(-c2nnc3n2CCCCC3)cc1
24 | 14 | O=C(CCN1CCCC1)Nc1ccc(Br)cc1
-44 | 50 | COc1ccc(N(CC(=O)NCc2cccs2)S(=O)(=O)c2c(C)n[nH]c2C)cc1
10 | 17 | CC1=NC(=O)C(N=Nc2cccc3ccccc23)N1c1ccccc1 (centres undefined)
-9 | 22 | CCOC(=O)N1CCN(C(=O)COc2ccc(S(=O)(=O)NC3CCCCC3)cc2C)CC1
-4 | 31 | C=CCOc1c(CNc2ccc(C(=O)O)cc2)cccc1OCC
-9 | 18 | CC(CN1CCCC(C(N)=O)C1)c1ccccc1 (centres undefined)
18 | 29 | COc1ccccc1-c1cc(C2CC2)nc(N)c1C#N
-10 | 53 | COC(=O)c1nc2n(n1)C(c1cccc(Cl)c1)C1=C(CC(C)(C)CC1=O)N2 (centres undefined)
24 | 15 | CCN(CC)S(=O)(=O)c1cccc(C(=O)N2CCCCC2)c1
-38 | 25 | Cc1nn(CC(=O)Nc2ccccn2)c(=O)c2ccccc12
61 | 18 | CCOC(=O)c1cccc(NC(=O)C2CCCN(S(=O)(=O)c3cnc[nH]3)C2)c1 (centres undefined)
67 | 14 | CC1CCN(c2c(NCC3CCC(C(=O)N4CCCC(C)C4)CC3)c(=O)c2=O)CC1 (centres undefined)
-49 | 30 | O=C(NCc1ccco1)c1ccc2c(c1)N(Cc1ccccc1)C(=O)CS2
64 | 6.7 | CC(C)(C)n1nnnc1C(c1cccc(C#N)c1)N1CCC(Cc2ccccc2)CC1 (centres undefined)
-20 | 41 | COC(=O)CCC(=O)N1CCc2cc(S(=O)(=O)N3CCc4ccccc43)ccc21
14 | 16 | NC(=O)C1CCN(C(=O)Nc2ccccc2)CC1
19 | 34 | Cc1ccccc1N(C)C(=O)c1coc(=O)c2ccccc12
0 | 44 | O=C(CSc1nnc(-c2ccc(S(=O)(=O)N3CCOCC3)cc2)o1)c1ccccc1F
8 | 17 | CCCC1CCC(C(=O)Nn2c(C)nc3ccccc3c2=O)CC1 (centres undefined)
-43 | 60 | CCC(OC(=O)CC1Sc2ccccc2NC1=O)C(=O)NCC1CCCO1 (centres undefined)
-24 | 25 | CCOP(=O)(c1ccc(N(C)C)cc1)C(O)c1ccc(Cl)cc1 (centres undefined)
-3 | 43 | COc1cc(C2c3c(-c4cc(C)cc(C)c4O)n[nH]c3C(=O)N2CCCO)cc(OC)c1OC (centres undefined)
15 | 20 | CCOc1ccc(Cc2nnc(SCC(N)=O)n2C)cc1
-47 | 24 | CCOC(=O)C(NC(=O)CC)(Nc1nc2c(s1)CCCC2)C(F)(F)F (centres undefined)
-18 | 44 | COc1ccc(S(=O)(=O)N2CCC(C(=O)Nc3cccc(Cl)c3)CC2)cc1OC
-10 | 20 | COc1cccc(NC(=O)c2cccs2)c1
-12 | 35 | CCCS(=O)(=O)N1CCC(C(=O)NCCCN(C)Cc2ccccc2)CC1

Other entries
Htt clearance | Htt clearance grain fraction | Molecule
-2 | 20 | CN1CN(C)c2cccc3cccc1c23
45 | 9.2 | CN(C(=O)CN1C(=O)c2ccccc2S1(=O)=O)c1ccccc1C(=O)O
-33 | 31 | N#Cc1cc(-c2ccccc2)oc1NC(=O)c1ccccc1
-31 | 28 | CCOC(=O)c1cnc(SC)nc1Sc1ccc(Cl)cc1Cl
11 | 21 | Cc1cc(=O)[nH]c(SCc2cccc(F)c2)n1
18 | 31 | CCOc1ccc2nc(SCC(=O)N3CCCCCC3)c(C#N)cc2c1
-22 | 37 | COc1ccccc1-c1cc(C(=O)NCc2ccco2)no1
2 | 20 | CS(=O)(=O)N(Cc1ccc(C(=O)NCc2ccco2)cc1)c1ccccc1
4 | 19 | Cc1cc(C)c(NC(=O)CN2C(=O)NC3(CCCCC3)C2=O)c(C)c1
-15 | 23 | O=C(CCn1c(=O)sc2ccccc21)NCCCn1ccnc1
21 | 34 | Cc1c(C(=O)OCC(=O)N2c3ccccc3CC2C)oc2ccccc12 (centres undefined)
30 | 28 | Cc1ccc(-c2noc(CN3CCOCC3)n2)cc1
-84 | 33 | CC1CCCN(C(=O)C2c3ccccc3C(=O)N3CCc4ccccc4C23)C1 (centres undefined)
-10 | 48 | CCSc1c(C(=O)NC)ccc2c1C(=O)c1ccccc1C2=O
-6 | 37 | Cc1cc(O)ccc1-c1cnc2ccccc2n1
2 | 17 | Cc1ccc(NC2CC(=O)N(c3ccc(N4CCCCC4)cc3)C2=O)cc1 (centres undefined)
-134 | 113 | CCc1ccccc1S(=O)(=O)Cc1ccc(C(=O)N2CCN(c3ccccn3)CC2)o1
-60 | 28 | O=C(CN1C(=O)c2ccccc2S1(=O)=O)NCCC1=CCCCC1
1 | 35 | COc1ccc(CCNc2nnc(Sc3nnnn3-c3ccccc3)s2)cc1OC
-4 | 23 | O=c1c2cnn(-c3ccccc3Cl)c2ncn1Cc1cccnc1
-8 | 21 | Cc1ccc(CNC(=O)COc2ccc(S(=O)(=O)NC(C)C)cc2)cc1
52 | 9.4 | Cc1ccc(-n2cnc3scc(-c4cccs4)c3c2=O)cc1
25 | 23 | O=C(CC1Sc2ccccc2NC1=O)Nc1cccc(-c2nnc3n2CCCCC3)c1 (centres undefined)
-24 | 45 | CCOC(=O)N1CCN(C(=O)c2cc(-c3ccc(OCC)cc3)nc3ccccc23)CC1
16 | 27 | COCCNC(=O)c1cc(-c2cccs2)on1
-2 | 28 | Cn1c(Cc2cccc3ccccc23)nnc1SCC(=O)N1CCN(c2cccc(Cl)c2)CC1
-15 | 42 | COc1cccc(-c2cc(C(F)(F)F)nc(N3CCCCC3)n2)c1
-39 | 29 | CC(=O)c1c(C)n(CC(=O)NCc2ccc3c(c2)OCO3)c2ccccc12
33 | 27 | CCCOc1ccc(C(CC(=O)O)NC(=O)c2ccc3c(c2)OCO3)cc1 (centres undefined)
33 | 23 | CCCCn1c(SCc2ncc(-c3ccccc3)o2)nc2cc(S(N)(=O)=O)ccc21
-30 | 23 | Cc1ccc(C)c(OCC(O)CN2CCCCC2C)c1 (centres undefined)
-56 | 32 | COc1ccccc1NC(=O)NCc1ccc2c(c1)OCO2
61 | 14 | Cc1nc2ncnn2c(C)c1CCC(=O)NCc1ccc2c(c1)OCO2
-46 | 31 | COc1ccc2[nH]cc(C=O)c2c1
31 | 21 | N#Cc1c(C#N)c(-c2ccccc2)n(-c2ccc(C(=O)O)cc2)c1N
9 | 16 | COc1ccc(NC(=O)c2cc(-c3ccc(C)o3)nc3ccccc23)cc1OC
-91 | 59 | N#Cc1c(NC(=O)c2ccc(-c3ccccc3[N+](=O)[O-])o2)sc2c1CCCC2
-42 | 28 | COc1cccc(CNc2ccc(S(N)(=O)=O)cc2)c1OC
18 | 30 | Cc1ccccc1NC(=O)Cn1cccc1
57 | 15 | CCCCOC(=O)C1[C@H]2C(=O)N(c3ccccc3CC)C[C@]23C=C[C@H]1O3 (some centres undefined)
7 | 18 | COc1ccccc1NC(=S)NNC(=O)c1ccccc1
76* | 5* | O=C(CN(Cc1ccccc1)S(=O)(=O)c1ccc(F)cc1)NCCC1=CCCCC1
24 | 16 | Cc1cccc(N2CCN(S(=O)(=O)c3ccc4c(c3)CCC(=O)N4)CC2C)c1 (centres undefined)
28 | 35 | Cn1c(C(=O)NCCN2CCOCC2)cc2c(=O)n(C)c3ccccc3c21
20 | 27 | CN(Cc1c(F)cccc1Cl)c1nnnn1-c1ccccc1
43 | 23 | O=C(NC1CCCCC1)C1CCN(S(=O)(=O)c2cccs2)CC1
-79 | 67 | O=C(Cc1cccc2ccccc12)NCC1CCCO1 (centres undefined)
-114 | 41 | CC1Oc2ccccc2OC1C(=O)Nc1ccccn1 (centres undefined)
5 | 35 | COc1ccccc1-c1noc(CCC(=O)Nc2cc(C(F)(F)F)ccc2Cl)n1

Whole records, quoted from the list:
CC1=NC(=O)C(N=Nc2cccc3ccccc23)N1c1ccccc1 (centres undefined) is listed with Htt clearance = 10; Htt clearance grain fraction = 17
O=C(CCN1C(=O)C2C3C=CC(C3)C2C1=O)Nc1ccc2c(c1)OCO2 (centres undefined) is listed with Htt clearance = 62; Htt clearance grain fraction = 14
Cc1cccc(N2C(=O)CC(N3CCC(c4nc5ccccc5[nH]4)CC3)C2=O)c1 (centres undefined) is listed with Htt clearance = 19; Htt clearance grain fraction = 19

Source: PubChem BioAssay
